High-throughput results as filed in PubChem.
ERb SRC1 inh: blocks coactivator binding to human estrogen receptor beta | TR-FRET ER-beta LBD / SRC1-Cy5 peptide binding; receptor agonist-loaded with 1 µM estradiol | AID 633 | Q92731 | inhibition, % at 25.6 µM | 86,000 tested, 1.3% active;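 active = compounds whose percent inhibition of the receptor-coactivator binding signal exceeds about 50% in the single-dose screen, limit read from the data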;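 also: 0% = receptor plus peptide wells without compound and 100% = peptide-only wells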
Lung fibro prol: blocks proliferation of human lung fibroblasts; viability, % at 10 µM; LL 47 human lung fibroblast viability, ATP luminescence; hits give low values; 85,000 tested, 1.1% active; AID 719;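 active = viability at or below 50% in the single dose screen; inactive = viability above 50%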;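 also: compound exposure lasted 72 h before the ATP readout; 100% = median luminescence of untreated cell-only wells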
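Test system: LL 47 human lung fibroblasts / Quantity: 1,150 cells in each well / Medium: IMEM growth medium with 15% fetal bovine serum / Incubation: 72 h compound exposure at 37 °C after overnight plating / Detection: CellTiter-Glo luminescence measuring cellular ATP / Read-out: % viability versus median cells-only luminescence / Benchmarks: cell-only wells, no compound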
ERa coact pot: enhances coactivator binding to human estrogen receptor alpha; TR-FRET ERalpha-LBD/SRC-Cy5 coactivator binding, 2 h; 100 = basal binding, no effect; 86,000 tested, 1.3% active; P03372; coactivator binding (% of control), % at 25.6 µM; in the data active = activity above about 200%;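 also: binding measured in presence of low estradiol as agonist stimulus; 0% = peptide alone without receptor and 100% = receptor with peptide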
Calb biofilm kill: kills Candida albicans biofilms; C. albicans biofilm + clotrimazole, Alamar Blue; inhibition, % at 6 µM; 85,000 tested, 0.14% active;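 active = inhibition above 20%; inactive = inhibition below 20%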;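 also: preformed 24 hr biofilms exposed to compound for 48 hr; 0% = biofilm without compound and 100% = blank killed by clotrimazole plus chlorhexidine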
Smad3 FoxH1 inh: Smad3 (human) transcription factor binding inhibition | P84022 | TR-FRET Smad3/Dy647-FoxH1 peptide binding, europium anti-His | inhibition, % at 25 µM | 88,000 tested, 0.29% active;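 active = compounds that reduce the energy-transfer binding signal between the protein and its labelled peptide by more than half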;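 also: 0% = Smad3 plus labelled peptide maximal FRET and 100% = peptide-only background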
Target sequence (P84022 whole entry, looked up): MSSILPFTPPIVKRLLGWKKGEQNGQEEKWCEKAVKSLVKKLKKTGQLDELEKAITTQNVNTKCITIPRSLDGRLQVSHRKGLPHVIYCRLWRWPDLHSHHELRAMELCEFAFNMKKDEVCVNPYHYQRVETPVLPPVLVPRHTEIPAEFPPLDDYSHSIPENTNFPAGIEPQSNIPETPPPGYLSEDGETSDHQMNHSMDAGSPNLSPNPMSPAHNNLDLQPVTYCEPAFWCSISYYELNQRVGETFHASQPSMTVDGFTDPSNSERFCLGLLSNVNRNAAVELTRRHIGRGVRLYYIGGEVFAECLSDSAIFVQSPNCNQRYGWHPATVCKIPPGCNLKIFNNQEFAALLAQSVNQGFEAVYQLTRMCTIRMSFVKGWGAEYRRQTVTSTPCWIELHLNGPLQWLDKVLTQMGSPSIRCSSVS
ERa coact inh: blocks coactivator binding to human estrogen receptor alpha | P03372 | TR-FRET ER-alpha LBD / SRC-1 peptide, estradiol-bound | inhibition, % at 25.6 µM | 86,000 tested, 1.7% active | AID 629; in the data active = inhibition above about 50%;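 also: 0% = receptor plus peptide control and 100% = peptide only without receptor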
H69AR growth 86K: blocks growth of human H69AR lung tumor cells | H69AR lung tumor viability, ATP luminescence, 72 h; hits give low values | viability, % at 10 µM | 85,000 tested, 6% active | AID 598;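 active = viability at or below 40%; inactive = viability above 40%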;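 also: multidrug resistant small cell line overexpressing MRP-1 efflux transporter; 100% = mean luminescence of untreated control wells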
HUVEC inhibit: blocks proliferation of human endothelial cells. HUVEC proliferation, CellTiter-Glo luminescence, 72 h; hits give low values. viability, % at 10 µM (by protocol). 86,000 tested, 1.1% active. AID 648;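 active = viability at or below 30%; inactive = viability above 30%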;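 also: 100% = median luminescence of DMSO-only cell control wells on each plate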
sEH activator: increases human soluble epoxide hydrolase activity; P34913; purified human sEH enzymatic activity, activator screen; activation, % at 2 µM; 91,000 tested, 0.04% active; AID 717; in the data active = activation above about 37%; also: values of inactives mirror those of a sister screen read the other way
Target sequence (P34913 whole entry, looked up): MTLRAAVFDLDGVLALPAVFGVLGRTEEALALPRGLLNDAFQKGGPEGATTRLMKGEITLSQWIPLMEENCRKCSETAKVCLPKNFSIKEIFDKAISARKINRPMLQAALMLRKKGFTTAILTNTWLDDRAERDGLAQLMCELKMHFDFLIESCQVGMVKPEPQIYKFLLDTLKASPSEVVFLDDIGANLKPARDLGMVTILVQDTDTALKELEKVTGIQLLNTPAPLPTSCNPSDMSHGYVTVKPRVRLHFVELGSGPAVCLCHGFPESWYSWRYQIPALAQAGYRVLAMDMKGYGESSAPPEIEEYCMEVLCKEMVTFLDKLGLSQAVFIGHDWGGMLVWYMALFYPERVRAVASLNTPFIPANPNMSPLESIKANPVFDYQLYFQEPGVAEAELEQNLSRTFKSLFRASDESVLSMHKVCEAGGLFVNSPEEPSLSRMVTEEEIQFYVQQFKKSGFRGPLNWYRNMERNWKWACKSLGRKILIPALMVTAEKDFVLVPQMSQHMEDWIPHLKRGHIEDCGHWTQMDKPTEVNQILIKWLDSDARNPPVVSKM
Numbers without * were called inactive; nt = no result given; [ ] = another dose, or the depositor's remark. The list is partial (hit frequency here may not be typical).

Order of values: ERb SRC1 inh	Lung fibro prol	ERa coact pot	Calb biofilm kill	Smad3 FoxH1 inh	ERa coact inh	H69AR growth 86K	HUVEC inhibit	sEH activator
1	COc1ccc(CN2C(=O)c3cccnc3C2O)cc1 (stereo not drawn)
 : 8	102	394*[fluorescence artefact?]	6	10	-5[fluorescence artefact?]	101	109	4
2	CCOc1ccc(N(CC(=O)NCc2cccc(OC)c2)S(=O)(=O)c2c(C)noc2C)cc1
 : 3	97	99	9	10	-2	88	102	12
3	CN1CCN(C(=O)C2CCC(CNS(=O)(=O)c3cccc4cccnc34)CC2)CC1 (stereo not drawn)
 : -8	94	114	-9	5	-8	103	104	-5
4	CC(C)NC(=O)C1CCN(C(=O)C(C(=O)c2ccccc2)n2cc(Cl)ccc2=O)CC1 (stereo not drawn)
 : 5[fluorescence artefact?]	106	120	4	1	0	109	101	-4
5	COC(=O)c1sccc1NC(=O)C1C2C=CC(O2)C1C(=O)O (stereo not drawn)
 : -9	93	97	1	3	-4	92	87	2
6	CSc1nc2ccccc2n1Cc1c(Cl)cccc1Cl
 : 11[fluorescence artefact?]	92	65[fluorescence artefact?]	-3	-27	6[fluorescence artefact?]	36*	100	3
7	C#CCNc1nc(C)nc2c1nnn2Cc1ccccc1F
 : -2	nt	122	6	3	-5	95	108	-3
8	CCOc1ccc(C(CC(=O)O)NS(=O)(=O)c2ccc(C)cc2)cc1OC (stereo not drawn)
 : -17[fluorescence artefact?]	110	120	7	-7	-18	101	94	0
9	Cc1ccc(NC(=O)CSCC(=O)N2CCOCC2)cc1
 : 6	85	120	9	8[fluorescence artefact?]	-3	94	82	2
10	CCC(C)Nc1c2c(nc3c(-c4ccccc4)c(C)nn13)CCC2 (stereo not drawn)
 : -13	97	99	7	7	-13	30*	94	8
11	Nc1nc(CSCc2ccccc2)nc(N2CCOCC2)n1
 : -5	86	109	5	1	-10	98	98	3
12	COCCCn1c(SCC(=O)N2CCc3ccccc32)nnc1-c1ccoc1C
 : 26[fluorescence artefact?]	95	110[fluorescence artefact?]	5	-7	6	86	97	2
13	Oc1ccccc1/C=N/n1cnnc1
 : -5	105	91	12	14[fluorescence artefact?]	-3	115	100	12
14	COc1cccc(/C=N/Nc2nn3cnnc3c3ccccc23)c1
 : -1	91	93	6	12	-1	44	80	2
15	CCOC(=O)CCCc1sc(N)nc1-c1[nH]c(=O)[nH]c1C
 : 11	102	99	9	3	3	93	97	12
16	C=CCN1C(=O)/C(=C/c2ccc(N(C)C)cc2)S/C1=N\c1nnc(CC)s1
 : -1	87	90	0	-12	1	26*	63	14
17	Cc1cc(Nc2ccccc2)n(-c2ccc(Br)cc2)n1
 : -1	94	86	5	10	9[fluorescence artefact?]	56	78	-4
18	Cc1ccc(C(C(=O)NCCc2ccccc2)N(C(=O)c2csnn2)C2CC2)o1 (stereo not drawn)
 : -11[fluorescence artefact?]	101	104	-6	-14	-8	92	100	21
19	O=C(COc1ccccc1F)Nc1ccc(S(=O)(=O)NCc2ccco2)cc1
 : -11	88	94	nt	12[fluorescence artefact?]	-4	87	98	nt
20	CCC1Oc2ccc(C)cc2N(CC(=O)N(Cc2ccc(C)o2)C2CC(C)(C)NC(C)(C)C2)C1=O (stereo not drawn)
 : -7[fluorescence artefact?]	84	108	2	-23	-5[fluorescence artefact?]	32*	73	13

A draw from above in order of heavy-atom count, low to high.
Order of values: ERb SRC1 inh	Lung fibro prol	ERa coact pot	Calb biofilm kill	Smad3 FoxH1 inh	ERa coact inh	H69AR growth 86K	HUVEC inhibit	sEH activator
13	Oc1ccccc1/C=N/n1cnnc1
 : -5	105	91	12	14[fluorescence artefact?]	-3	115	100	12
7	C#CCNc1nc(C)nc2c1nnn2Cc1ccccc1F
 : -2	nt	122	6	3	-5	95	108	-3
10	CCC(C)Nc1c2c(nc3c(-c4ccccc4)c(C)nn13)CCC2 (stereo not drawn)
 : -13	97	99	7	7	-13	30*	94	8

(list continues)
Order of values: ERb SRC1 inh	Lung fibro prol	ERa coact pot	Calb biofilm kill	Smad3 FoxH1 inh	ERa coact inh	H69AR growth 86K	HUVEC inhibit	sEH activator
21	O=[N+]([O-])CC(=Nc1ccc(Cl)cc1)N/N=C\c1oc(O)c2ccccc12
 : 24	96	45	2	6	31	104	78	-1
22	CC1(C)CC(=O)C(C=NCC2CCNCC2)=C(O)C1
 : -9	100	126	-4	14	-3	95	106	-6
23	Cc1csc2nc(CNS(=O)(=O)c3cccnc3)cn12
 : -19[fluorescence artefact?]	94	101	6	8	-22	93	93	-4
24	COc1ccc(-n2c(SCC#N)nc3ccccc3c2=O)cc1
 : 6	99	94	6	0	3	100	97	12
25	Cc1ccc(S(=O)(=O)/C(C#N)=C/c2c(N3CCN(C)CC3)nc3ccccn3c2=O)cc1
 : 27	96	117	2	-12	22	93	99	0
26	O/N=C1/CCCCc2sccc21
 : 8	105	101	-2	-5	-3	89	107	24
27	Cc1cccn2c(=O)c3cc(C#N)c(=N)n(CCN4CCOCC4)c3nc12
 : -5	104	118	3	6	-5	97	108	-2
28	CCOC(=O)c1sc(NC(=O)CN(CC)CC)c(C(=O)OCC)c1C
 : 4[fluorescence artefact?]	92	123	0	15[fluorescence artefact?]	2[fluorescence artefact?]	86	96	10
29	O=C(CCl)N(c1ccc(Cl)cc1)c1c[nH]c2ccccc12
 : 10	2.4*	75	4	16	6	1.1*	3.9*	-6
30	CCOc1ccc(N(CC(=O)NCC2CCCO2)S(=O)(=O)c2ccc(OC)c(OC)c2)cc1 (stereo not drawn)
 : -5	106	128	7	0	1	75	98	-5
31	COc1ccc(N2CCN(c3nc(NCCO)nc(N4CCOCC4)n3)CC2)cc1
 : -7	99	124	8	4	-9	98	102	6
32	O=C(NCCN1CCN(Cc2ccccc2Cl)CC1)Nc1ccccc1
 : -7	109	87	-5	-8	16	85	84	11
33	Cc1nc2ccccc2c(=O)n1CC(=O)N1CCOCC1
 : -7	92	107	7	5	-7	78	100	-2
34	COc1ccc(-n2nnc3c(SCC(=O)NCc4ccco4)ncnc32)cc1
 : -8	95	91	7	16	-27	89	91	-3
35	CCOc1ccc(Nc2nc(Cc3nnc(SCC(=O)N(CC)CC)n3C)cs2)cc1
 : -3	94	101	2	-6	-7	98	88	-12
36	O=C(NCCCn1ccnc1)c1sc2cccc(F)c2c1Cl
 : 16	105	108	-1	9	3	85	100	-11
37	O=C1CCCN1Cc1ncnn1-c1ccccc1
 : 16[fluorescence artefact?]	93	95	7	-17	6	96	111	7
38	CCC(=O)N1CCN(c2cc(C)ccc2C)CC1
 : 20[fluorescence artefact?]	104	100	3	1	13	98	102	-5
39	COc1cccc(N(C(=O)Cn2nnc(-c3ccc(C)o3)n2)C(C(=O)NC(C)(C)C)c2cccs2)c1 (stereo not drawn)
 : 5	103	106	5	4	-4	69	99	5
40	COc1ccc(NC(=O)C2CC(=O)N(c3cc(C)ccc3C)C2)cc1 (stereo not drawn)
 : 0	103	108	11	3	-9	97	99	-3
41	Cn1c(-c2ccccc2)cnc1SCc1nc2ccccc2c(=O)[nH]1
 : 2	107	104	-1	0	-3	80	99	-3
42	O=C(c1cc(Cl)ccc1Cl)N1CCOCC1
 : 11	100	124	4	5	6	103	93	nt
43	CCCCCCCCOC(=O)C(NC(=O)CCC(=O)Nc1ccc(S(N)(=O)=O)cc1)C(O)c1ccccc1 (stereo not drawn)
 : -9	97	102	-2	-5	-4	91	78	-46
44	CCOC(=O)Cn1c(CN(Cc2ccccc2)Cc2ccccc2)nc2c1c(=O)n(C)c(=O)n2C
 : 5	99	88	-3	1	-1	80	85	nt
45	O=C(c1cccc(S(=O)(=O)N2CCCC2)c1)c1nnc(-c2ccncc2)o1
 : 10	99	93[fluorescence artefact?]	10	8	8	62	103	-5
46	O=C(Nc1cc(C(F)(F)F)ccc1F)C1CCC1
 : -2	91	115	8	5	-7	106	96	-4
47	Cc1ccnc(NS(=O)(=O)c2ccccc2)n1
 : 10	96	115	1	25	4	91	99	10
48	CCn1cc(Br)c(C(=O)N2CCN(c3ccccc3)CC2)n1
 : 1	104	117	6	6	-7	95	93	0
49	Cc1ccc2nsnc2c1S(=O)(=O)Nc1cccc2nsnc12
 : 11	102	95	9	-6	-6[fluorescence artefact?]	90	89	nt
50	Cc1ccc(-n2nc(C)c3c(C)c(CCC(=O)NCc4ccccc4)c(C)nc32)cc1
 : 0[fluorescence artefact?]	77	131[fluorescence artefact?]	4	11[fluorescence artefact?]	10[fluorescence artefact?]	32*	66	-74
51	O=c1nccc(NCc2ccco2)[nH]1
 : 0	107	94[fluorescence artefact?]	3	6[fluorescence artefact?]	18	103	107	nt
52	Cc1nc2ncnn2c(C)c1CCC(=O)N1CCCCC1
 : -3	97	117	0	12	21	109	92	6

Random excerpt: six compounds from above.
Order of values: ERb SRC1 inh	Lung fibro prol	ERa coact pot	Calb biofilm kill	Smad3 FoxH1 inh	ERa coact inh	H69AR growth 86K	HUVEC inhibit	sEH activator
47	Cc1ccnc(NS(=O)(=O)c2ccccc2)n1
 : 10	96	115	1	25	4	91	99	10
18	Cc1ccc(C(C(=O)NCCc2ccccc2)N(C(=O)c2csnn2)C2CC2)o1 (stereo not drawn)
 : -11[fluorescence artefact?]	101	104	-6	-14	-8	92	100	21
6	CSc1nc2ccccc2n1Cc1c(Cl)cccc1Cl
 : 11[fluorescence artefact?]	92	65[fluorescence artefact?]	-3	-27	6[fluorescence artefact?]	36*	100	3
27	Cc1cccn2c(=O)c3cc(C#N)c(=N)n(CCN4CCOCC4)c3nc12
 : -5	104	118	3	6	-5	97	108	-2
38	CCC(=O)N1CCN(c2cc(C)ccc2C)CC1
 : 20[fluorescence artefact?]	104	100	3	1	13	98	102	-5
14	COc1cccc(/C=N/Nc2nn3cnnc3c3ccccc23)c1
 : -1	91	93	6	12	-1	44	80	2
